Screening data as filed in PubChem.
HCV inhibitor: inhibitors of hepatitis C virus infection. Huh7.5.1 HCVcc-Cre infection, luciferase reporter, 44 h. Potency, µM (series often up to 41.8 µM), for inactives: top-dose activity change, negative = inhibition, actives largely listed as inhibitors. 3.4% of 340,000 active. AID 651820; note: potency is the fitted concentration of half-maximal effect
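Infectious HCVcc-Cre (~0.5 moi) was added to cells just after compound, with cells seeded 4 h earlier at 1,000 per well. Luciferase activity after 44 h culture reported infection; substrate was incubated 15 min at room temperature before reading.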
Sm TGR inh: S. mansoni TGR enzyme inhibition; Q962Y6; purified TGR, DTNB reduction, TNB absorbance 405 nm; Potency, µM (series often up to 114 µM), for the others: at the highest dose activity change, negative = inhibition, most hits filed as inhibitors; 3% of 360,000 active; note: potency is the fitted concentration of half-maximal effect; nearly all actives have a fitted effect of over 60% in size
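Kinetic colorimetric format: TGR-catalysed, NADPH-driven DTNB reduction monitored via TNB absorbance. Enzyme dispensed at 20 nM; compound exposure 15 min at room temperature before reaction start.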
AmpC detergent: blocks E. coli AmpC beta-lactamase in detergent assay | P00811 | AmpC hydrolysis of nitrocefin, absorbance 480 nm, 0.01% Triton | Potency, µM (doses to about 114 µM), without a hit: top-dose activity change, negative = inhibition, usual class: inhibitors | 0.041% of 370,000 active;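 note: potency is the fitted concentration of half-maximal effect; 0% = no-compound wells and -100% = no-enzyme wells; nearly all actives have a fitted effect of over 25% in size; some results filed as inactive show a strong effect at the top dose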
Target sequence (P00811 whole entry, looked up): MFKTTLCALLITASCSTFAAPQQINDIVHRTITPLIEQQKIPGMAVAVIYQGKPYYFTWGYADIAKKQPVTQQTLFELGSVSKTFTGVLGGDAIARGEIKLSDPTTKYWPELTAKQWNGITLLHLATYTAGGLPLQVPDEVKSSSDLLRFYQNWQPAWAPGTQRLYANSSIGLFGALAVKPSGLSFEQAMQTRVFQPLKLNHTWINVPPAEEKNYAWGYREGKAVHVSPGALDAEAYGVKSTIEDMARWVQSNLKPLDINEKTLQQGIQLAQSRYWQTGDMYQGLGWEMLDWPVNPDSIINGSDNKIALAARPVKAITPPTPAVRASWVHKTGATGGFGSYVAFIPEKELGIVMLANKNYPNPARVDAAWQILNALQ
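AmpC (5.3 nM in the dispensed reagent) in 20 mM phosphate pH 7.0 with 0.01% (detergent screen) or 0.0001% Triton X-100 was preincubated with compounds for 15 min at room temperature. Nitrocefin was then added from an 800 uM solution, and hydrolysis was followed at 480 nm.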
AmpC inh no detg: AmpC beta-lactamase inhibition without detergent; P00811; AmpC nitrocefin hydrolysis, absorbance 480 nm, 0.0001% Triton; Potency, µM (top dose mostly 57.1 µM), without a hit: at the highest dose activity change, negative = inhibition, usual class: inhibitors; 0.52% of 330,000 active;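 note: potency is the fitted concentration of half-maximal effect; plate controls were no compound for no effect and no enzyme for full effect; nearly all actives have a fitted effect of over 20% in size; some results filed as inactive show a strong effect at the top dose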
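20 mM phosphate pH 7.0 + 0.01% (detergent screen) or 0.0001% Triton X-100; 5.3 nM AmpC reagent; cpd preinc 15 min RT; nitrocefin (800 uM stock) to start; A480 q20 s × 4 min; Activity was normalised to no-enzyme and no-compound control wells.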
FBPA Giardia inh: Giardia lamblia aldolase inhibition; purified Giardia FBPA; Potency, µM (series often up to 59.6 µM), inactives show at the highest dose activity, negative = inhibition, actives largely listed as inhibitors; 0.71% of 290,000 active; AID 2451; note: potency is the fitted concentration of half-maximal effect; nearly all actives have a fitted effect of over 55% in size
Target sequence (A8B2U2 whole entry, looked up): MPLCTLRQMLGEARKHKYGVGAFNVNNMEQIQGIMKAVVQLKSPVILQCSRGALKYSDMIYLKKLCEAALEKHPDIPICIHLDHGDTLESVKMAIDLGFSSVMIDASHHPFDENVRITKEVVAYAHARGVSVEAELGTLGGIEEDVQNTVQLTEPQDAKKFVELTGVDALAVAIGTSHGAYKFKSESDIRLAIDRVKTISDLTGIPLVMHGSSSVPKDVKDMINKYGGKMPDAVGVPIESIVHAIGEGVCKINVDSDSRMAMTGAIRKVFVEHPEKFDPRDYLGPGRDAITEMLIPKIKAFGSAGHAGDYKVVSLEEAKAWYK
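Giardia FBPA (40 nM reagent) was preincubated 10 min at RT with compound (up to 57.5 uM final), then substrate plus GAPDH/TPI/NAD/arsenate coupling system with diaphorase/resazurin was added; resorufin fluorescence (525/598 nm) was read after 20 min.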
HCMV inh: human cytomegalovirus inhibition. 4.5% of 410,000 active. activity change, negative = inhibition, % at 57.5 µM. HFF cells, HCMV-luciferase reporter, 72 h; hits give low values; in the data active = activity change below about -60%; inconclusive = no clear call, values can overlap the other calls; inactive = above about -39%
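Two compound doses tested in HFFs infected with HCMV-luciferase, MOI 1 PFU/cell, 72 h at 37C. Lysate luminescence read with OneGlo; data normalized against buffer-only and 10uM Salinomycin inhibitor controls.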
Starred values were filed as active, the others as inactive; u = inconclusive; x = not tested or not shown; & = joins results of further samples; [ ] = another dose, or the depositor's remark. Unless noted, calls come from the whole dose curve; as a rule, active = well fitted curve in the direction sought with a large enough effect; inconclusive = small, poorly fitted or top-dose-only effect, or another doubt; inactive = no such curve, though single readings can be large; an effect the other way counts as inactive or inconclusive. Unless noted, % is set by controls: 0 for no effect and ±100 for the full control effect. Random draw from the library; about 9.9% have a hit in one of these screens.

SMILES	HCV inhibitor	Sm TGR inh	AmpC detergent	AmpC inh no detg	FBPA Giardia inh	HCMV inh
N#Cc1c(NC(=O)CCCl)sc2c1CCCCC2	-17.0%	-2.5%	1.1%	-10.9%	1.5%	7.2
O=C1c2cccc3c([N+](=O)[O-])ccc(c23)C(=O)N1Cc1cccnc1	u	25.1µM*	1.9%	8.0%	-10.4%	-73.4*
Cc1ccc(CCNC(=O)C2CCC(=O)N(Cc3cccc(F)c3)C2)cc1 (stereo unspecified)	x	2.6%	u	34.5%	2.4%	19.2
COc1ccc(-c2noc(CCC(=O)NC3CCCC3)n2)cc1	-11.1%	16.9%	2.1%	-13.2%	4.9%	u
Cc1ccc(C(=O)N2CCCC(CCC(=O)N3CCN(c4ccccn4)CC3)C2)cn1 (stereo unspecified)	x	5.1%	-7.0%	19.3%	1.1%	u
CCOc1ccc(NC(=O)CCCn2nc(C)c3c(C)n(-c4ccccc4)nc3c2=O)cc1	-11.0%	1.4%	6.0%	24.1%	x	-1.7
O=C(CSc1ccc([N+](=O)[O-])cn1)Nc1ccc(N2CCOCC2)c(Cl)c1	u	x	-9.1%	-18.7%	-20.3%	u
O=C(COC(=O)Cn1nnc(-c2ccccc2)n1)Nc1ccccc1Br	-1.0%	x	x	-10.7%	x	-30.1
Cc1ccc(OCCCC(=O)NC(C)c2ccccc2)c(C)c1 (stereo unspecified)	-17.5%	-0.7%	-11.9%	1.5%[2.29 µM]	-0.9%	-26.7
COC(=O)C1=C(C)N=C2SCCC(=O)N2C1/C=C/c1ccccc1 (stereo unspecified)	12.4%	-1.5%[11.4 µM]	-14.3%	-2.2%	11.2%	76.5
N#C/C(=C\c1ccccc1)C(=O)NCc1ccc(F)cc1	8.2%	0.4%	u	-33.6%	-0.6%	-15.7
CCOC(=O)C1(C)C=C(Nc2ccc(C(=O)O)cc2)C(=O)N1c1ccc(C(=O)O)cc1 (stereo unspecified)	x	-8.6%	3.8%	x	x	19.1
O=C(/C=C/c1cccc([N+](=O)[O-])c1)NC1CC2CCC1C2 (stereo unspecified)	27.4%	-0.5%	u	-27.5%	-12.2%	17.7
CCCCN(CCCC)CCNC(=O)c1ccc2nc(-c3ccccc3NC(C)=O)c(=O)[nH]c2c1	-25.4%	1.6%	2.2%	-17.0%	-0.7%	0.0
COc1ccc2c(c1)CCc1c(C(=O)NCCCn3ccnc3)noc1-2	u	-6.8%	-9.1%	1.9%	-13.3%	-1.7
COC(=O)N/N=C/c1cn(Cc2ccccc2Cl)c2ccccc12	-22.0%	9.3%	-4.0%	-9.8%	-0.5%	u
CC1CC(=O)Nc2ccccc2N1C(=O)COc1ccc2ccccc2c1 (stereo unspecified)	14.8%	x	x	-20.0%	x	22.6
COCCn1c(SCC(=O)Nc2cccnc2Cl)nc2cc(Cl)ccc2c1=O	u	10.4%	3.2%	-10.2%	x	-25.5
CC(=O)CC(=O)Nc1ccc(C(N)=O)cc1	-8.4%	10.0%	-0.4%	-18.5%	-12.5%	23.6
CCOC(=O)c1oc2ccc(S(=O)(=O)n3nc(-c4ccc(OC)cc4)cc3N)cc2c1C	-5.1%	-5.8%	u	-33.5%	5.8%	-67.2*
CC(C)[C@H](Nc1ncnc2c1oc1ccccc12)C(=O)O	8.9%	10.0%	-0.6%	60.1%[activator]	5.6%	-21.7
CCCCNC(=S)NNC(=O)c1nn(C)cc1Cl	-0.7%	-12.0%	-7.6%	-7.3%	6.9%	41.4
CCN(CC(=O)N1CCCC1)S(=O)(=O)c1ccccc1	12.8%	1.6%	-11.1%	237.2%	-5.2%	-21.6
O=C(c1ccco1)[C@@H]1[C@@H]2C(=O)N(c3ccc(F)cc3)C(=O)[C@@H]2[C@H]2C=Cc3ccccc3N21	-3.7%&7.7%	-32.7%	-5.8%	1.6%	u	70.5
COC(=O)c1sc(-c2ccccc2)cc1NC(=O)Nc1ccc(Cl)cc1	x	-5.1%	5.0%	x	x	-16.0

One compound at a time (already shown). Order of values: HCV inhibitor	Sm TGR inh	AmpC detergent	AmpC inh no detg	FBPA Giardia inh	HCMV inh
CCOC(=O)c1oc2ccc(S(=O)(=O)n3nc(-c4ccc(OC)cc4)cc3N)cc2c1C in the list: -5.1%	-5.8%	u	-33.5%	5.8%	-67.2*
O=C(CSc1ccc([N+](=O)[O-])cn1)Nc1ccc(N2CCOCC2)c(Cl)c1 in the list: u	x	-9.1%	-18.7%	-20.3%	u
Cc1ccc(CCNC(=O)C2CCC(=O)N(Cc3cccc(F)c3)C2)cc1 (stereo unspecified) in the list: x	2.6%	u	34.5%	2.4%	19.2
CC(=O)CC(=O)Nc1ccc(C(N)=O)cc1 in the list: -8.4%	10.0%	-0.4%	-18.5%	-12.5%	23.6

Additional structures follow.
SMILES	HCV inhibitor	Sm TGR inh	AmpC detergent	AmpC inh no detg	FBPA Giardia inh	HCMV inh
CN(Cc1ccccc1)C(=O)COc1ccccc1Cl	-3.1%	-8.2%	-11.3%	-14.4%	-5.1%	-32.8
Cn1c(O)c(N=NC(=O)c2cccc(S(=O)(=O)N3CCCCC3)c2)c2ccccc21	u	-0.7%	-15.4%	65.2%[activator]	2.8%	-15.8
CCC(C(=O)OCC(=O)Nc1ccccc1-c1ccccc1)c1ccccc1 (stereo unspecified)	1.7%	-4.0%	-0.2%	2.6%	2.5%	-4.5
CCOC(=O)c1cn(-c2nc(-c3ccc(Cl)c(Cl)c3)cs2)c2c(F)c(N3CCOCC3)c(F)cc2c1=O	6.1%	-15.4%	0.2%	0.0%	3.3%	-23.5
CC(C)(C)N1C(=O)c2ccccc2NC(=O)N1Cc1ccccc1	9.6%	4.6%	0.9%	-8.4%	0.0%	-39.8
CS(=O)(=O)N(CC(=O)NCC1CCCO1)c1cc(Cl)ccc1Cl (stereo unspecified)	11.1%	-26.4%[11.4 µM]	-13.5%	-4.6%	0.4%	11.3
COc1ccc(Cl)cc1NC(=O)CN1Cc2ccccc2C1=O	x	-3.7%	-4.5%	x	x	-5.7
COc1ccc(/C=C/C(=O)NC(C)CCc2ccccc2)cc1 (stereo unspecified)	-2.1%	6.9%	3.0%	-29.4%	-5.8%	-60.2*
COc1ccc(NC(=O)CN2C(=O)c3cccnc3Sc3ccccc32)cc1OC	x	6.0%	-10.0%	x	x	45.4
O=C(N/N=C/c1cccs1)c1ccc(NC(=O)c2ccccc2Cl)cc1	-21.4%	-0.5%	1.8%	-19.0%	5.1%	-65.5*
CCCCCC(=O)NC(=S)Nc1ccc(N2CCCCC2)c(Cl)c1	18.6%	-33.1%	0.2%	-15.2%	3.8%	24.4
N#Cc1ccc(CN2CCN(C(=O)c3cc(C4CC4)nn3-c3ccccc3)CC2)cc1	u	-30.5%	-10.5%	134.7%[activator]	x	-15.3
CC12CCC(=O)N1C(C(=O)Nc1nnc(SCc3ccccc3)s1)CS2 (stereo unspecified)	12.1%	-20.4%	2.0%	-13.4%	x	-0.8
O=C(OCC(=O)N1CCCc2ccccc21)c1cncc(Br)c1	-7.7%	-10.8%	-4.0%	9.6%	-9.4%	u
CCCOc1cccc(C(=O)NC(=S)Nc2cccc(C(F)(F)F)c2)c1	-29.9%	-12.9%	-2.6%	-35.1%	-15.0%	u
CCNc1c(NS(=O)(=O)c2ccc(Cl)s2)c(=O)oc2ccccc12	-7.9%	0.4%	-5.4%	-35.1%	2.1%	-9.0
COc1ccc(OC)c(C2CC(c3ccc(NS(C)(=O)=O)cc3)=NN2C(=O)c2ccccc2)c1 (stereo unspecified)	11.8%	3.9%	0.1%	-4.4%	-0.5%	u
COc1ccccc1NC(=O)c1cc2c(C)nn(-c3ccccc3)c2s1	x	0.6%	-5.5%	x	x	-13.2
O=S(=O)(Cc1cc(-c2ccccc2)no1)c1ccccc1	10.2%	32.1%	-2.8%	-23.2%	-0.9%	3.0
CCOc1ccc(N(CC(=O)NCC2CCCO2)S(=O)(=O)c2ccc(OC)c(OC)c2)cc1 (stereo unspecified)	0.4%&8.2%	-2.2%	-6.7%	91.8%[activator]	0.9%	65.7
Cc1cc(N/N=C/c2ccccc2Cl)nc(NCc2ccccc2)n1	u	2.3%	u	-18.3%	0.2%	38.2
Cc1ccc(CNC(=O)CCS(=O)(=O)c2ccc3c(c2)CC(C)N3C(=O)C2CC2)o1 (stereo unspecified)	4.3%	44.7µM*	2.3%	5.6%	x	-14.7
Oc1ccccc1/C=N/Nc1nccnc1Cl	u	0.3%	-0.7%	-22.9%	-8.9%	-100.3*
NC(=NCCc1ccccc1)c1cccc([N+](=O)[O-])c1	11.9%	3.0%	-9.9%	-18.9%	-17.8%	24.1
OCCN(CCO)CC(O)COc1ccc(Br)cc1 (stereo unspecified)	11.5%&19.2%	-7.9%&8.4%	-5.2%&-0.7%	-7.8%&-5.7%	-3.1%&-10.0%	30.1&35.4

Reformatted in markdown: entries from further up.
| Molecule | HCV inhibitor | Sm TGR inh | AmpC detergent | AmpC inh no detg | FBPA Giardia inh | HCMV inh |
| --- | --- | --- | --- | --- | --- | --- |
| O=C(N/N=C/c1cccs1)c1ccc(NC(=O)c2ccccc2Cl)cc1 | -21.4% | -0.5% | 1.8% | -19.0% | 5.1% | -65.5* |
| CCC(C(=O)OCC(=O)Nc1ccccc1-c1ccccc1)c1ccccc1 (stereo unspecified) | 1.7% | -4.0% | -0.2% | 2.6% | 2.5% | -4.5 |
| OCCN(CCO)CC(O)COc1ccc(Br)cc1 (stereo unspecified) | 11.5%&19.2% | -7.9%&8.4% | -5.2%&-0.7% | -7.8%&-5.7% | -3.1%&-10.0% | 30.1&35.4 |

(listing goes on)
SMILES	HCV inhibitor	Sm TGR inh	AmpC detergent	AmpC inh no detg	FBPA Giardia inh	HCMV inh
Cc1ccc(C(=O)NC(=S)NNC(=O)c2ccc([N+](=O)[O-])cc2)cc1	-19.7%	1.0%	-12.1%	-40.1%	u	65.8
O=C(c1ccccc1F)N1CCN(c2ccc([N+](=O)[O-])c3cccnc23)CC1	-19.0%	6.5%	2.0%	76.8%[activator]	-10.0%	75.2
COc1cc(OC)cc(-c2c(-c3cccs3)c3cc(Br)ccc3n2C)c1	u	u	-0.8%	u	x	-4.7
CSc1ccccc1C(=O)NCCc1ccc(S(=O)(=O)N2CCCCC2)cc1	4.8%	-3.7%	-5.2%	-29.4%	3.5%	-102.2*
C=CCc1ccc(OCCOCCOc2ccccc2[N+](=O)[O-])c(OC)c1	-28.0%	-7.0%	2.8%	31.3%	-2.6%	42.9
CCn1c(C)nc2cc(C(=O)NNC(=S)Nc3ccc(Cl)cc3Cl)ccc21	13.1%	-13.0%	-8.2%	-27.6%	u	-38.3
CCOC(=O)c1sc(NC(=S)NC(=O)c2ccccc2Cl)c(C(=O)OCC)c1C	-8.8%	8.0%	5.6%	-19.7%	7.4%	-23.0
CN(C)S(=O)(=O)c1ccc(N2CCCC2)c(C(=O)Nc2ccc(N3CCOCC3)cc2)c1	4.2%	-2.4%	1.7%	58.2%	-0.7%	45.1
CN1CCc2c(sc(N)c2C(=O)c2ccc(Cl)cc2)C1	-7.4%	-25.5%	-6.1%	1.2%	-26.1%	-17.5
CN(C(=O)CSc1nc2ccccc2n1CC(=O)N(C)c1ccc(F)cc1)c1ccccc1	x	0.1%	12.5%	x	x	-2.1
